GPR151 ag – activators of human GPR151, primary screen, cell-based, PathHunter beta-arrestin, luminescence; G-protein coupled receptor 151 (Homo sapiens), Q8TDV0; PathHunter beta-arrestin GPR151 cells; activation, % at 11.2 µM; actives 1% (n = 650,000); AID 1508602, 2020; in the data active = activation above about 4.9%;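 also: 0% = median of compound wells and 100% = cells with positive control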
Target sequence (Q8TDV0 whole entry, looked up): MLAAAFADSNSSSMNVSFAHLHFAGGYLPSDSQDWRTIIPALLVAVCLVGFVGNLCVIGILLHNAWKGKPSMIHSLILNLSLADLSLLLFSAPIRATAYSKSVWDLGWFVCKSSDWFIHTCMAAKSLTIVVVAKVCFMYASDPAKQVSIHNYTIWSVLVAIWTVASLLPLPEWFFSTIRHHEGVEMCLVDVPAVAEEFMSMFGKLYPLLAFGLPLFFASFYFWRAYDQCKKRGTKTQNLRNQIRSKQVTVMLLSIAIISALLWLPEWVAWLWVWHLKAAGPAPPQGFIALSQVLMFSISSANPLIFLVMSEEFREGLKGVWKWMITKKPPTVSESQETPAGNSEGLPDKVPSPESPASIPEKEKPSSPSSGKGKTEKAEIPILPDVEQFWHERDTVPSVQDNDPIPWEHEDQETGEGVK
FBW7 act – FBW7 E3 ligase activators, primary screen, biochemical, AlphaScreen, human. F-box/WD repeat-containing protein 7 (Homo sapiens), Q969H0. AlphaScreen FBW7–phospho-cyclin E peptide binding, activator screen. normalized activity (activation), % at 26.1 µM. actives 0.13% (n = 650,000). AID 1259310, 2017; in the data active = normalized activity above about 1.9%;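 also: purified mutant Fbw7 with reduced substrate affinity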
MITF primary – MITF inhibitors, primary screen, biochemical, AlphaScreen, human; AlphaScreen MITF homodimerization, bead proximity signal; actives 0.91% (n = 650,000); inhibition, % at 2.6 µM; in the data active = inhibition above about 50%;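 also: 0% = vehicle wells with protein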
Target sequence (O75030 whole entry, looked up): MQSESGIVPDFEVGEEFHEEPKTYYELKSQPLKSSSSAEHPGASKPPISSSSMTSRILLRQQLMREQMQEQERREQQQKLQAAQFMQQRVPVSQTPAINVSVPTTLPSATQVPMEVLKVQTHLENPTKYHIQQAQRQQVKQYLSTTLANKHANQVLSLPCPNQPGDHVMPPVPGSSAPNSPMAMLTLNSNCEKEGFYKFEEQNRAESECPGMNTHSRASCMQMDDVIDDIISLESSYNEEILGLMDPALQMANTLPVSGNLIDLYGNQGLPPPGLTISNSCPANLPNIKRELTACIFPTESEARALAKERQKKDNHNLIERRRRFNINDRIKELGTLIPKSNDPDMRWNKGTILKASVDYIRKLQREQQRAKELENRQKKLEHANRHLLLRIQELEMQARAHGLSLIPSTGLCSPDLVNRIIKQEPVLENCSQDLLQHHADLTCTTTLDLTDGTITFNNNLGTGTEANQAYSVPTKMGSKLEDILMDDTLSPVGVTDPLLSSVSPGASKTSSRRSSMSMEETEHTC
TEAD-YAP block – TEAD-YAP interaction inhibition, primary screen, TEAD-YAP interaction inhibitor project, luminescence, HEK-TIYL cells; TEAD-Gal4/YAP UAS-luciferase luminescence; inhibition, % at 9.12 µM; actives 1.4% (n = 640,000); AID 1259422, 2018; in the data active = inhibition above about 32%;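 also: 0% = median of test compound wells and 100% = reference inhibitor wells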
Numbers without * were called inactive; · = no result given; & = joins results of further samples.

molecule,GPR151 ag,FBW7 act,MITF primary,TEAD-YAP block
O=C(CN(c1ccccc1)S(=O)(=O)c1ccccc1[N+](=O)[O-])NCc1ccco1,-0.7,0.1,3,14
CC(C)(C)OC(=O)Cn1cccc(N)c1=O,-0.3,-0.2,-7,6
Cc1ccc(-c2ncn(-c3ccc(Nc4nccc(-c5cc(F)cc(-c6cnoc6)c5)n4)cc3)n2)cn1,2.7,0.2,15,6
O=C(NCc1cccc(C(F)(F)F)c1)c1cc(NC2CCN(Cc3ccccc3)CC2)nc2ccccc12,0.2,0.1,11,11
COc1ccc(CNC(=O)c2c(C)nc3c(C)cccn23)cc1OC,5.1*,-0.1,16,25
Cn1c(O)c(C=Nc2cccc3ccccc23)c2ccccc21,1.6,0.0,-4,-25
Cc1ccc(-n2c(SCC(=O)NC3CCCCC3)nc3c(sc(=S)n3-c3ccc(C)c(C)c3)c2=O)cc1,2.3,0.0,-3,-7
COc1ccc(CCNC(=S)NC2Cc3ccccc3C2)cc1OC,1.2,0.0,0,6

(further entries)
molecule,GPR151 ag,FBW7 act,MITF primary,TEAD-YAP block
COc1cc(-c2nc3ccc(C(=O)NCCc4ccccc4)cc3nc2-c2cc(OC)c(OC)c(OC)c2)cc(OC)c1OC,0.2,0.1,10,8
O=C(O)c1cc(N/N=C/C=C/c2ccccc2[N+](=O)[O-])ccc1Cl,-2.9,0.1,14,-41
CC(C)CCNC(=O)CSc1nc2ccsc2c(=O)n1NC(=O)c1cccc(Br)c1,-0.3,0.0,6,2
CC1CCCN(C(=O)CN2CCc3nc(N4CCCC4)[nH]c(=O)c3C2)C1 (centres undefined),0.3,0.2,-3,6
O=C(Nc1ccc2c(c1)OCCO2)c1cc(I)ccc1Cl,-1.9,0.0,8,-42
CCCC(=O)Nc1ccccc1NC(=O)COc1ccc(Br)c(C)c1,-0.6,0.1,7,-8
CS(=O)(=O)N(Cc1cccnc1)C1CCN(Cc2ccncc2)CC1,0.7,-0.1,-2,7
CCN(CC)S(=O)(=O)c1ccc(N/N=C(\C)c2cc3ccccc3o2)c([N+](=O)[O-])c1,-1.5,0.8,22,1

Other records:
molecule,GPR151 ag,FBW7 act,MITF primary,TEAD-YAP block
C/C(=N\NC(N)=O)C1(C)CC2=C(CCCC2(C)C)CC1C (centres undefined),0.2,0.1,1,-1
CCOC(=O)c1oc2ccccc2c1NC(=O)c1cc(OC)c(OC)c(OC)c1,-0.8,-0.1,1,-3
Cn1ccnc1C1(O)CCN(Cc2ccc(F)cc2)CC1,0.3,0.2,1,15
Cc1cccc(-c2nc(NCc3ccc(Cl)cc3)c3ccccc3n2)c1,-1.0,0.4,13,8
Cc1ccc(S(=O)(=O)Nc2ccc(O)c(C)c2)cc1,-0.2,0.1,0,-3
Cc1cc(N2C(=O)CSC2c2ccc(F)cc2)ccc1Br (centres undefined),0.4,-0.1,-24,-10
C/C(=N\NC(=O)c1nnn(-c2nonc2N)c1-c1ccccc1)c1ccccc1O,-0.7,0.1,22,44*
CC(=O)Oc1ccc(N2C(=O)C3C4CCC(C4)C3C2=O)cc1 (centres undefined),0.0,-0.2,-11,-8

Carrying on.
molecule,GPR151 ag,FBW7 act,MITF primary,TEAD-YAP block
COc1cc(/C=C2/C(=N)N3OC(C)=CC3=NC2=O)ccc1OCCOc1ccccc1,4.5,-0.1,9,-13
CCOC(=O)c1ccc(NC(=O)CSc2nnc(NC(=O)c3c(F)cccc3F)s2)cc1,-0.2,-0.2,5,-9
COc1ccc(C2=NN3C(=O)c4c(ccc(OC)c4OC)C3C2)cc1 (centres undefined),0.5,0.1,17,-10
CCOc1ccc2oc(C)c(C(=O)Nc3cccc(OC)c3)c2c1,-0.3,0.1,5,12
CCOc1ccc(/C=C(\C#N)c2nc3ccccc3n2C)cc1,-1.1,0.2,-1,-16
COc1cccc(C(=O)Nc2ccc(O)c(C)c2)c1,-2.3,-0.1,6,84*
COc1ccc(-n2nc(C(=O)N3CCN(C)CC3)c3ccccc3c2=O)c(OC)c1,-1.4,0.5,16,3
Cc1ccccc1-c1nnc(SCC(=O)N2CC(C)CC(C)C2)o1 (centres undefined),-0.7,-0.2,-4,10

Next section
molecule,GPR151 ag,FBW7 act,MITF primary,TEAD-YAP block
COc1cccc(C=O)c1OCc1ccc(Cl)cc1,-1.5,0.1,-19,4
CNc1oc(-c2ccc(Cl)cc2)nc1S(=O)(=O)c1ccccc1,4.4,0.0,3,-4
O=C(CSCCc1ccccn1)Nc1ccccc1C(F)(F)F,0.1,-0.1,2,2
CCCC(=O)Oc1c(Cl)cc(N(C(=O)CCC)S(=O)(=O)c2ccccc2)cc1Cl,-1.0,-0.1,5,-1
COc1ccc(Nc2nc3ccccc3n3cnnc23)c(OC)c1,-1.3,0.0,-5,-3
Cc1cccc(CN2CCN(Cc3ccc(-c4ccc(C)o4)cc3)CC2CCO)n1 (centres undefined),0.2,0.1,-9,-5
COc1cccc(CNC(=O)C2=CSCCO2)c1,-1.7,-0.1,4,-17
CCCC(=O)Nc1ccc(C(=O)NCCc2ccc(F)cc2)cc1,-0.3,0.1,7,-4

Next section.
molecule,GPR151 ag,FBW7 act,MITF primary,TEAD-YAP block
CC1=CC2=NC(=O)/C(=C\c3ccc(-c4ccc(Cl)cc4)o3)C(=N)N2O1,4.0,0.0,7,1
COc1ccc(-n2c(-c3ccco3)n[nH]c2=S)c(OC)c1,-1.2,0.3,22,-3
COc1ccc(C2N3CC4(C)CN2CC(C)(C3)C4=O)cc1 (centres undefined),4.0,-0.4,10,1
OCCC1CN(Cc2ccc(F)cc2)CCN1Cc1ccc(F)c(F)c1 (centres undefined),-0.6,0.3,7,4
Cc1c(Cl)cccc1NC(=O)CSc1nc2[nH]ncc2c(=O)n1-c1ccccc1Cl,-2.1,-0.1,-2,16
Cc1ccc(C)c(N2CCN(C(=O)c3ccc4c(c3)NC(=O)C(CS(=O)(=O)Cc3ccc(F)cc3Cl)N4)CC2)c1 (centres undefined),-0.1,0.1,11,-3
O=[N+]([O-])c1cccc(-c2noc(-c3cccs3)n2)c1,0.1,-0.1,-10,-30
C/C=C(/C)C(=O)O[C@@H]1[C@H](OC(C)=O)[C@@]2(CO)C(CC1(C)C)C1=CCC3[C@@]4(C)CC[C@H](O[C@@H]5O[C@H](C(=O)O)[C@@H](O[C@@H]6O[C@H](CO)[C@@H](O)[C@H](O)[C@H]6O)[C@H](O)[C@H]5O[C@@H]5O[C@H](CO)[C@@H](O)[C@H](O)[C@H]5O)[C@](C)(CO)C4CC[C@@]3(C)[C@]1(C)C[C@H]2O (some centres undefined),0.3&3.1,0.3&0.1,23&4,9&18

Next part
molecule,GPR151 ag,FBW7 act,MITF primary,TEAD-YAP block
O=C(Nc1ccc(Br)cc1)C1C2C=CC3(O2)C1C(=O)N(CCCN1CCOCC1)C3C(=O)NC1CCCCC1 (centres undefined),0.8,-0.1,-1,-1
CC1(C)CC(=O)C(Sc2ccc(Br)cc2)=C(O)C1,1.7,-0.1,-3,-5
CCCn1c(=O)c2ccccc2n2c(SCC(=O)N(C(C)C)C(C)C)nnc12,0.4,0.0,11,24
CCCCC(=O)Nc1ccc(-c2nnc(-c3ccco3)o2)cc1,0.2,0.1,11,-80
CN(C)c1ccc(C(=O)NCCCCCC(=O)NO)cc1,1.1,·,0,·
COc1ccc(-c2cc(C(=O)Oc3cccc(C)c3C)c3cc(C)ccc3n2)cc1,0.3,1.2,17,-7
COc1ccc(S(=O)(=O)c2cnc3ccc(Cl)cc3c2N2CCOCC2)cc1,0.8,0.0,9,-6
CCNc1nc(C(=O)NCCN(C(C)C)C(C)C)cs1,0.3,0.0,3,-2

More structures follow:
molecule,GPR151 ag,FBW7 act,MITF primary,TEAD-YAP block
CC(C)c1ccc(/C=N/NC(=O)c2cccs2)cc1,-3.1,0.0,14,-86
COc1ccc(-c2nc(NC(=O)c3ccc(OC)c(Br)c3)sc2-c2ccc(OC)cc2)cc1,-0.5,-0.1,-2,7
COc1cc(NC(=O)c2ncn(-c3ccccc3)n2)c(OC)cc1Cl,0.8,-0.1,-5,0
Cc1ncc(-c2ccncc2)c(C2CCCN(C(=O)C(C)(C)C)C2)n1 (centres undefined),-0.7,0.0,-2,-21
O=C(O)C1C2CC=CC2c2cc(Br)cc3c2N1CC1CC=CC31 (centres undefined),-1.4,5.5*,-5,0
O=C1N[C@@H](Cc2c[nH]c3ccccc23)C(=O)N2C[C@@H](NCc3ccc(CN4CCCCC4)s3)C[C@@H]12,0.2,0.0,3,-4
COc1ccc(C(=O)OCc2ccccc2Cl)cc1OC,-1.3,1.4,15,7
Cc1nc(NCc2nc3ccccc3s2)sc1-c1ccn(CC2CCCN(C)C2)n1 (centres undefined),1.6,-0.1,-2,-1

(further entries)
molecule,GPR151 ag,FBW7 act,MITF primary,TEAD-YAP block
N#C/C(=C\C=C\c1ccccc1)C(=O)NCCN1CCOCC1,-0.2,0.3,7,-2
O=C(O)CSc1c2c(nc3cc(C(=O)NCC4CCCO4)ccc13)CCC2 (centres undefined),0.4,-0.1,18,-1
C=CCNc1oc(-c2cccc(Cl)c2)nc1C#N,-2.0,0.1,-9,-35
O=C(O)c1ccccc1-c1ccccc1C(=O)NCc1cccs1,-0.2,0.3,16,1
Cc1ccc(NC(=O)C(Cc2c[nH]c3ccccc23)NC(=O)Oc2ccccc2)cc1C (centres undefined),-0.3,-0.1,-1,-3
Cc1ccc(C)c(NC(=O)c2cnn3c2NC(c2ccco2)CC3C(F)(F)F)c1 (centres undefined),0.4,0.0,5,-4
Cc1cc2c(cc1S(=O)(=O)NC1CCCCCCC1)OCC(=O)N2,-0.3,0.1,11,-6
CCOC(=O)c1c(NC(=O)c2ccc(OC)cc2)sc(C(=O)Nc2cc(C(F)(F)F)ccc2Cl)c1C,0.3,-0.1,-6,-2

(further entries)
molecule,GPR151 ag,FBW7 act,MITF primary,TEAD-YAP block
C/C(O)=C1\C(=O)NC2(C)CC1c1ccccc1O2 (centres undefined),-0.9,0.3,6,5
CCc1ccc(C(=O)CN2C(=O)CN(C)C2=O)cc1,0.1,0.0,14,3
CCN(Cc1ccccc1)C(=O)CCN1C(=O)C2C3C=CC(C3)C2C1=O (centres undefined),-0.7,0.0,-5,6
O=C(c1ccncc1)N1CCN(Cc2cccc3ccccc23)CC1,-0.2,-0.3,67*,-5
O=C(COc1ccccc1[N+](=O)[O-])NCc1ccccc1,1.4,-0.1,8,-5
Cc1ccc(C(N)C(=O)N2CCC(C(=O)Nc3ccc4[nH]ncc4c3)C2)cc1 (centres undefined),2.4,-0.1,16,5
COc1cccc(NC(=O)c2oc(=O)c3ccccc3c2-c2ccc(C)cc2)c1,-0.9,0.1,9,-3
COc1ccccc1NCC(=O)N/N=C1/CCCCC1C (centres undefined),1.6,-0.1,12,1

No new results follow: four of the compounds above.
molecule,GPR151 ag,FBW7 act,MITF primary,TEAD-YAP block
O=C(CN(c1ccccc1)S(=O)(=O)c1ccccc1[N+](=O)[O-])NCc1ccco1,-0.7,0.1,3,14
CC(C)(C)OC(=O)Cn1cccc(N)c1=O,-0.3,-0.2,-7,6
Cc1ccc(-c2ncn(-c3ccc(Nc4nccc(-c5cc(F)cc(-c6cnoc6)c5)n4)cc3)n2)cn1,2.7,0.2,15,6
O=C(NCc1cccc(C(F)(F)F)c1)c1cc(NC2CCN(Cc3ccccc3)CC2)nc2ccccc12,0.2,0.1,11,11

Going on with the list.
molecule,GPR151 ag,FBW7 act,MITF primary,TEAD-YAP block
O=C(NCc1ccco1)C(Cc1ccccc1)NS(=O)(=O)c1cccc2cccnc12 (centres undefined),0.1,0.2,15,1
CC1=C(C#N)C(c2cc3c(cc2[N+](=O)[O-])OCO3)C2=C(CCCC2=O)N1 (centres undefined),-0.6,-0.2,60*,11
O=C(Nc1cc(Oc2cccc(Cl)c2)cc([N+](=O)[O-])c1)c1nc2nc(-c3ccccc3)cc(C(F)(F)F)n2n1,-1.4,-0.2,5,2
COc1ccc(N(C(=O)CC2CCCCC2)C2C=CS(=O)(=O)C2)cc1 (centres undefined),-0.9,0.1,5,9
CCc1c(C)nc(SCC(=O)c2ccc(NC(C)=O)c(OC)c2)[nH]c1=O,-0.4,-0.1,8,2

3 entries from above in another layout:
> O=C(NCc1ccco1)C(Cc1ccccc1)NS(=O)(=O)c1cccc2cccnc12 (centres undefined)
  GPR151 ag: 0.1; FBW7 act: 0.2; MITF primary: 15; TEAD-YAP block: 1

> CC1=C(C#N)C(c2cc3c(cc2[N+](=O)[O-])OCO3)C2=C(CCCC2=O)N1 (centres undefined)
  GPR151 ag: -0.6; FBW7 act: -0.2; MITF primary: 60*; TEAD-YAP block: 11

> O=C(Nc1cc(Oc2cccc(Cl)c2)cc([N+](=O)[O-])c1)c1nc2nc(-c3ccccc3)cc(C(F)(F)F)n2n1
  GPR151 ag: -1.4; FBW7 act: -0.2; MITF primary: 5; TEAD-YAP block: 2

Screens as filed in PubChem BioAssay.

Random draw from the library. Share with any hit: about 3.5%.
